Screening results: PubChem BioAssay, several laboratories
MT1-MMP act inh: blocks activation of human MT1-MMP; 360,000 tested, 0.061% active; HT1080 RFP-PRO-GFP cells, GFP/RFP ratio fluorescence, overnight; percent of plate control window, DMSO zero; GFP/RFP ratio change, % at 20 µM; P50281;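 active means GFP/RFP ratio change of at least 30% with cell ATP level not reduced by more than half and red fluorescence within 50% of control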; further: strong numbers were not always called active
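Read-out: GFP/RFP fluorescence ratio; Test system: RFP-PRO-GFP reporter HT1080 cells; Compound dosing: single-point 20 µM compound, 1% DMSO; Times: overnight compound exposure at 37 °C.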
MsrA act: activators of bovine methionine sulfoxide reductase A. activation, % at 10.6 µM. purified bovine MsrA, absorbance read-out. 360,000 tested, 0.3% active; in the data active means activation above about 7.5%;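 further: 0% = vehicle and 100% = reference activator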
FAS-TE inh: blocks the thioesterase domain of human fatty acid synthase | P49327 | recombinant FAS-TE, OMFH fluorogenic substrate, fluorescence endpoint | inhibition, % at 15 µM | 360,000 tested, 0.67% active | AID 602261;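 active means compounds whose normalised, plate-corrected inhibition of enzyme fluorescence in the single-dose primary screen is 50% or more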;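 further: 0% = DMSO with enzyme and 100% = substrate without enzyme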
Tb MetRS inh: Trypanosoma brucei MetRS inhibition. AID 624268. inhibition, % at 11.9 µM. purified T. brucei MetRS, ATP depletion, Kinase-Glo luminescence. 360,000 tested, 0.4% active;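 active means inhibition above a per-plate cutoff of the control wells' mean inhibition plus 3 SD, cut at about 5.5% in these data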;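 further: 0% = DMSO wells median and 100% = median of wells with control inhibitor compound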
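assay system = parasite MetRS enzyme | timing = 15 min preincubation, 2 h reaction, all 25 °C | evaluation = percent inhibition relative to median high and low control wells | medium = HEPES buffer containing pyrophosphatase, BSA, spermine, DTT | compound = single dose, 11.9 µM final nominal, 0.9% final DMSO | detection = Kinase-Glo luminescence, ATP depletion format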
SKN-1 block: inhibitors of C. elegans SKN-1. inhibition, % at 21.8 µM. AID 624304. 360,000 tested, 0.49% active. C. elegans VP596 Pgst-4::GFP/RFP ratio, acrylamide-induced, 24 h;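 active means interference check ratio from 0.5 to 1.5 plus GFP to RFP signal ratio inhibition reaching or exceeding a fixed threshold, cut at about 30% in these data, passing the limit was not always enough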; further: some compounds called inactive have numbers as strong as hits
MsrA inhibitor: inhibitors of bovine MsrA. purified bovine MsrA, absorbance read-out. inhibition, % at 15.5 µM. 360,000 tested, 0.75% active; in the data active means inhibition above about 4.5%;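 further: 0% = vehicle wells with enzyme and 100% = reference inhibitor wells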
CendR NRP1 mod: NRP-1/CendR interaction modulation; O14786; FAM-RPARPAR peptide binding to NRP-1, fluorescence polarization; inhibition, % at 25 µM; 360,000 tested, 0.85% active;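 active means inhibition or corrected inhibition above about 18%, plus a signal ratio from 0.5 to 1.5, limit read from the data, passing the limit was not always enough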; further: strong numbers were not always called active
Target sequence (O14786 whole entry, looked up): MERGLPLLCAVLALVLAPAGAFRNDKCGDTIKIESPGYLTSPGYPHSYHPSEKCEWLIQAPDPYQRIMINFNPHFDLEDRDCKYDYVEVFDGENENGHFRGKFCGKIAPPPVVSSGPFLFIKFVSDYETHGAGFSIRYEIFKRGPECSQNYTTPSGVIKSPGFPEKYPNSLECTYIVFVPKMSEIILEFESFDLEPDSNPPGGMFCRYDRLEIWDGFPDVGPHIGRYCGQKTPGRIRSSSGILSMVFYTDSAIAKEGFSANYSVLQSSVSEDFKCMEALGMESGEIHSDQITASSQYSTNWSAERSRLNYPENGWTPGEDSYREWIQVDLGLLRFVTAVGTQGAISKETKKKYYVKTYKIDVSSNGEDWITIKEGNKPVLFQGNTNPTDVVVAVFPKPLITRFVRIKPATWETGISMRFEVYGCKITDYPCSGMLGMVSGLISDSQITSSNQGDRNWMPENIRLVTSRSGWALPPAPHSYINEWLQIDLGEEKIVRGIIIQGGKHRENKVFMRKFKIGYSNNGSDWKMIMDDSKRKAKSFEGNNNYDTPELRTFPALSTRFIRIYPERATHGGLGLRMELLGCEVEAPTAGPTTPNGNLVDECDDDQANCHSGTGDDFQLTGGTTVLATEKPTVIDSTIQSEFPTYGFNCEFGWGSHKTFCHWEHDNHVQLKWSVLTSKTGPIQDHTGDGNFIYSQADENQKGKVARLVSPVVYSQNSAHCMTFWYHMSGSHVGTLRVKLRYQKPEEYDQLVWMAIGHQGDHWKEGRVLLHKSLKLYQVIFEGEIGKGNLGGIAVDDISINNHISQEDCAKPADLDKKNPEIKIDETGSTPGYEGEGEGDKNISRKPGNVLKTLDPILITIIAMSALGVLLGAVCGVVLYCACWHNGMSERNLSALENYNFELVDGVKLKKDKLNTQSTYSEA
E coli Lon inh: inhibitors of E. coli Lon protease. purified E. coli Lon protease, fluorescence polarization. AID 602123. 360,000 tested, 0.42% active. P0A9M0. inhibition, % at 7.94 µM; in the data active means inhibition above about 13%, passing the limit was not always enough;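 further: 0% = enzyme with probe and DMSO and 100% = no enzyme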
MLLE-PAM2 inh: inhibitors of microRNA-mediated deadenylation, human PABP1 MLLE binding. P11940. GST-MLLE / FITC-PAM2 fluorescence polarization. inhibition, % at 20 µM. 360,000 tested, 0.36% active; in the data active means inhibition above about 35%, passing the limit was not always enough;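 further: plate controls were DMSO wells with GST-MLLE for no effect and wells lacking GST-MLLE protein for full effect; some results filed as inactive read as strong as hits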
* = called active by the depositor; / = not tested or not shown.

SMILES	MT1-MMP act inh	MsrA act	FAS-TE inh	Tb MetRS inh	SKN-1 block	MsrA inhibitor	CendR NRP1 mod	E coli Lon inh	MLLE-PAM2 inh
CC(CN1CCOCC1)OC(=O)c1ccccc1Cl (stereo unspecified)	-1	-1	-6	-0.7	-3	0.6	7	-7	0
CCOc1cc(N2CCOCC2)c(OCC)cc1NC(=O)COC(=O)CCOc1ccc(C)cc1	-2	0	-3	-0.2	-3	-1.5	1	1	13
COc1ccc(OCC(O)CN2C(=O)c3ccccc3S2(=O)=O)cc1 (stereo unspecified)	-1	-1	1	-0.2	28	-0.9	7	-9	-3
Cc1cccc(Nc2nc(N)c([N+](=O)[O-])c(N3CCOCC3)n2)c1	1	-9	-6	-1.0	-5	1.6	2	-2	4
O=C(Nc1ccc(N2CCOCC2)c(Cl)c1)c1ccccc1Cl	-1	-3	-3	0.1	9	-0.7	6	-9	1
O=C(O)c1c[nH]c2ccc(S(=O)(=O)N3CCN(c4ccc(F)cc4)CC3)cc2c1=O	1	0	-1	-0.2	-5	0.9	-14	-12	-4
CCCN(C(=O)CSc1ccccc1C(=O)O)C1CCS(=O)(=O)C1 (stereo unspecified)	2	-2	-6	-0.3	22	-1.6	6	-7	2
C=CCO/N=C/C1=C(O)C(C(=O)OC)C(C)(C)CC1=O (stereo unspecified)	3	-8	-6	-1.0	-4	-1.1	2	-9	-9
Cn1nnnc1Sc1ncnc2scc(-c3ccc4c(c3)OCO4)c12	0	0	11	-0.3	17	-0.7	-6	-1	-4
Cc1ccc(C(=O)Nc2cccc3[nH]c(C(F)(F)F)nc23)cc1	1	-4	2	-0.9	10	-0.6	-5	-5	7
CCCNc1c(NS(=O)(=O)c2ccc(OC)c(OC)c2)c(=O)oc2ccccc12	1	-1	-7	-0.1	15	/	1	6	-20
COc1ccc(C2C3=C(CC(C)(C)CC3=O)Oc3ncn(Cc4ccccc4)c(=N)c32)cc1 (stereo unspecified)	-17	1	4	-0.5	4	0.5	-16	6	-1
CCOC(=O)c1cc(-c2ccc(Cl)cc2)nc2c1c(C)nn2CCC#N	-9	-2	21	-0.2	4	0.0	7	3	0
O=C1CC(c2cccc(Br)c2)C2=C(COC2=O)N1 (stereo unspecified)	-2	0	1	0.5	1	1.1	-10	-4	1
Cn1c(=O)c2c(nc(Sc3ncnn3CC(=O)NC(C)(C)C)n2C)n(C)c1=O	0	-2	-2	1.2	4	0.8	8	-2	-5
CCSc1nnc(NC(=O)C2CSC3(C)CCC(=O)N23)s1 (stereo unspecified)	6	-13	-7	0.1	-9	-0.1	4	7	-3
COc1ccc(Cc2nnc(NC(=O)c3ccc(OC)c(OC)c3)s2)cc1	2	-4	-2	-0.5	-11	1.4	-5	-6	-12
CCc1c(C#N)c(N)nc(SCC(=O)OCc2ccccc2)c1C#N	2	-4	34	-0.4	-27	1.2	-2	-9	-5
COCCNC(=O)CNS(=O)(=O)c1ccc2nc(C)sc2c1	0	0	-5	-0.3	10	-0.8	13	-12	23
COCCCNC(=O)CN(c1ccc(OC)cc1)S(=O)(=O)c1ccc(NC(C)=O)cc1	3	6	-10	-0.4	2	-0.8	-3	9	9
CCN1C(=O)/C(=C\N(C)C)c2ccccc21	-1	-8	-9	-0.6	-14	1.3	13	-10	7
Cn1c(N)c(C(=O)COC(=O)COc2ccccc2Cl)c(=O)n(C)c1=O	3	-10	-7	-0.5	-4	-0.1	1	5	3
Cc1ccc(/C=N/N2CCOCC2)s1	4	-4	-5	-0.8	7	1.1	19	-2	15
C[C@H](CO)N1C[C@H](C)[C@@H](CN(C)C(=O)Cc2ccccc2)OCCCC[C@H](C)Oc2ccc(NC(=O)NC3CCCCC3)cc2C1=O	7	1	-1	-0.7	18	-1.2	5	6	3
CC(C)c1ccc(OCC(=O)N(c2ccccn2)C2CCCCC2)cc1	-4	0	22	-0.4	4	0.5	14	-10	6
O=C(CSc1nnnn1-c1cccnc1)Nc1cccc(Cl)c1	4	-2	-5	1.1	0	-0.9	10	-5	12
Cc1nc(CN(C)C(=O)c2cc(COc3ccc4ncccc4c3)on2)cs1	-9	-3	-4	-0.2	5	0.1	1	0	-1
CC(C)(C)c1nnc(NS(=O)(=O)c2ccc([N+](=O)[O-])cc2)s1	1	-2	15	0.4	-3	1.8	3	2	26
CCOc1ccc(NC(=O)CC2C(=O)N(c3ccc(OC)cc3)C(=O)N2Cc2ccc(OC)cc2)cc1 (stereo unspecified)	5	-3	-1	-0.3	13	0.3	0	-9	-6
c1ccc(Cc2noc(CN3CCC(CN4CCOCC4)CC3)n2)cc1	-4	-14	-2	-1.9	-14	-0.9	5	9	-22

3 records picked at random from those above:
SMILES	MT1-MMP act inh	MsrA act	FAS-TE inh	Tb MetRS inh	SKN-1 block	MsrA inhibitor	CendR NRP1 mod	E coli Lon inh	MLLE-PAM2 inh
CCSc1nnc(NC(=O)C2CSC3(C)CCC(=O)N23)s1 (stereo unspecified)	6	-13	-7	0.1	-9	-0.1	4	7	-3
C[C@H](CO)N1C[C@H](C)[C@@H](CN(C)C(=O)Cc2ccccc2)OCCCC[C@H](C)Oc2ccc(NC(=O)NC3CCCCC3)cc2C1=O	7	1	-1	-0.7	18	-1.2	5	6	3
COCCNC(=O)CNS(=O)(=O)c1ccc2nc(C)sc2c1	0	0	-5	-0.3	10	-0.8	13	-12	23

Remaining list, next part.
SMILES	MT1-MMP act inh	MsrA act	FAS-TE inh	Tb MetRS inh	SKN-1 block	MsrA inhibitor	CendR NRP1 mod	E coli Lon inh	MLLE-PAM2 inh
N#Cc1nc(N)nc(N(c2ccccc2)c2ccccc2)n1	7	-2	1	-0.1	18	0.2	-1	0	5
NS(=O)(=O)c1ccc(CCNC(=O)c2cncc(Br)c2)cc1	-3	2	-10	-0.1	10	3.1	5	-6	-23
COC(=O)[C@H](C)NC(=O)NCc1ccccc1F	-3	-5	-7	-1.3	2	-0.6	5	3	-3
NC(=O)NC(=O)COC(=O)CCCSc1nc2ccccc2s1	4	-6	-7	-1.0	4	-0.4	4	0	14
O=c1ccn([C@@H]2O[C@H](CNS(=O)(=O)C3CC3)[C@@H](O)[C@H]2O)c(=O)[nH]1	3	0	-9	-1.1	-5	-0.3	-13	-5	4
CN=C(NC#N)SCC(=O)c1ccc(Cl)cc1Cl	-6	-13	-2	-0.7	-3	4.1	-2	-3	-9
CNC(=O)Nc1ccc2nc(C)sc2c1	0	-7	-11	-0.8	-3	1.0	-1	-5	4
Cc1ccc(NC(=O)C(=O)NNC(=O)c2ccccc2C)cc1Cl	4	-1	-4	-0.4	20	0.8	-6	5	0
Cc1cc(-n2c(C)cc(C(=O)CN3C(=O)NC4(CCCC4)C3=O)c2C)no1	3	0	0	0.0	13	-0.7	-20	-3	-31
COc1cc(NC(=O)Cn2c([N+](=O)[O-])cnc2C)c(OC)cc1Cl	15	-1	5	0.3	13	1.7	10	-3	-4
COc1ccc(CNC(=O)C2CCN(S(C)(=O)=O)CC2)cc1	-1	2	-5	0.0	1	1.4	-11	-3	-2
C=CCOc1ccc(/C=C/C(=O)OCC(=O)NCC2CCCCC2)cc1	2	-2	2	-0.2	8	-0.5	1	7	3
O=C1CC(N2CCN(c3ccccc3)CC2)C(=O)N1c1cccc(Cl)c1 (stereo unspecified)	3	-3	2	0.1	6	-0.6	-14	-1	-9
COc1ccc(CNC(=O)CN(Cc2ccc(OC)cc2)C(=O)c2csnn2)cc1	0	-4	0	0.5	0	-0.3	6	-2	6
Cc1cc(Cl)ccc1OCCCC(=O)N1CCN(C)CC1	-4	-4	-7	1.9	-8	2.2	-3	-7	-1
COc1ccc(OC)c(CCNC(=O)c2ccccc2NC(=O)C2=C(C)OCCS2)c1	-6	-1	5	0.5	23	-0.7	1	6	7
CN(C)S(=O)(=O)c1cc(NC(=O)[C@H](Cc2ccccc2)N2C(=O)c3ccccc3C2=O)ccc1Cl	1	-6	43	-0.4	-2	1.0	6	17	9
Cc1ccc(C)c(N(CC(=O)NCCc2ccccc2)C(=O)CCC(=O)Nc2ccccn2)c1	0	-1	4	-0.3	-1	-0.2	6	5	-5
O=C1COc2ccc(C(=O)COC(=O)c3ccc(Cl)cc3[N+](=O)[O-])cc2N1	3	0	48	0.0	-2	0.9	-1	-10	-10
CS(=O)(=O)Nc1ccc(C(=O)Nc2ccc3ccccc3c2)cc1	10	-4	-3	-0.6	-4	-0.6	5	2	6
O=C(Nc1ccc(Br)cc1C(=O)O)c1ccc2c(c1)C(=O)N(Cc1ccccc1)C2=O	3	-2	-137	-0.3	-12	-0.5	-82	-6	9
Cc1ccc(C)c(NC(=O)C2(C)CCN2C(=O)C(C)C)c1 (stereo unspecified)	-1	-1	-6	-0.3	5	1.6	-1	-5	8
Cc1cc(NC(=O)CN2CCC(n3nnc4cc(C(F)(F)F)ccc43)CC2)no1	10	-2	-4	-0.7	-2	0.2	3	-2	-6
CCN(CC(=O)NCc1cccs1)c1ccc(S(=O)(=O)N2CCN(C)CC2)cn1	0	-5	-6	-0.6	-12	-1.7	7	3	-23
O=C(Nc1ccccn1)C(=O)N1CCCCC1	2	-2	-3	-0.1	3	-0.1	2	-2	-12
Cc1ccc(Nc2ccc(C(=O)O)cc2[N+](=O)[O-])cc1	5	-1	1	-0.4	8	1.6	-5	-4	3
Cc1ccc(NC(=S)N(CCC(C)C)C(C)c2ccncc2)c(Cl)c1 (stereo unspecified)	2	-4	1	-0.8	-6	-0.7	-1	-3	-40
COCCCN(C(=O)c1cc(C)oc1C)c1c(N)n(CC(C)C)c(=O)[nH]c1=O	1	-2	-8	-0.1	2	-0.3	2	1	1
CC(=O)Nc1ccc(S(=O)(=O)N2CCN(C)CC2)cc1	-1	-1	-6	-0.2	-11	0.7	-4	2	2
O=C(OCc1ccccc1)N1CCCC2CC1c1ccccc12 (stereo unspecified)	-4	2	21	-0.9	-5	-0.9	-15	1	2
O=C(CCN1C(=O)/C(=C/c2ccccc2Cl)SC1=S)NCCCN1CCOCC1	0	-2	4	-0.3	-10	0.6	8	-12	30
Cc1ccc(S(=O)(=O)N2[C@@H](Cc3ccccc3)CO[C@H]2CC(=O)OCc2ccccc2)cc1	-3	/	/	1.3	-10	0.3	1	/	/
Cc1ccc(C)c(-n2cc(CNCCCn3cccn3)c(-c3ccccc3)n2)c1	4	-1	-1	-0.6	-15	-0.5	-15	1	0
COc1cc(NC(=O)c2ccc(COCC(F)(F)F)cc2)cc(OC)c1OC	-4	-11	-6	-0.4	-3	-0.5	1	-9	-11
O=C(Nc1ccccc1C(=O)N1CCCC1)c1ccc(Cl)c([N+](=O)[O-])c1	7	-2	44	0.2	7	-0.2	-5	1	0
CC1CC1c1ccc(/C=C(\C#N)C(=O)Nc2cccc(Cl)c2Cl)o1 (stereo unspecified)	-6	-2	35	-0.1	23	1.6	-6	-2	-9
CCCCOc1c(C(=O)Nc2ccccc2)nnn1-c1ccccc1	-1	-16	18	-2.1	-4	1.0	9	-3	-82
O=C(NCc1ccc(Cl)c(Cl)c1)C1CCCC1	-1	-4	22	0.1	7	0.4	9	13	-8
COCc1nn2c(N)c(-c3ccccc3)cnc2c1-c1ccccc1	3	-8	2	-1.9	8	-0.2	-9	0	-2
CC1CCN(c2nc3ccccc3n2CC(=O)c2ccccc2)CC1	-10	-1	-2	0.0	16	1.4	14	7	4
COc1ccc2ccccc2c1/C=N/N1C(=O)CSC1=S	4	-2	10	-0.3	0	0.8	-28	-26	-11
CCCN1CNC(=S)N(c2ccc(C)cc2C)C1	3	-6	-3	-0.8	-2	-1.1	-2	5	-123

Compounds as they come; 4% or so of the library scored in one or more.
